High-throughput results: PubChem BioAssay, National Center for Advancing Translational Sciences (NCATS)
EPAC1 antag = qHTS for Antagonist of cAMP-regulated guanine nucleotide exchange factor 3 (EPAC1): primary screen; Potency, µM (top dose mostly 115 µM), without a hit: at the highest dose activity change, negative = inhibition, hits mostly inhibitors; 0.14% of 360,000 active; Rap guanine nucleotide exchange factor 3 (Homo sapiens), O95398; EPAC1 GEF assay, Rap1b-BODIPY-GDP exchange fluorescence; AID 720709, 2013;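 note: potency is the fitted concentration of half-maximal effect; plate controls were vehicle for no effect and positive control for full effect; nearly all actives have a fitted effect of over 50% in size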
Target sequence (O95398 whole entry, looked up): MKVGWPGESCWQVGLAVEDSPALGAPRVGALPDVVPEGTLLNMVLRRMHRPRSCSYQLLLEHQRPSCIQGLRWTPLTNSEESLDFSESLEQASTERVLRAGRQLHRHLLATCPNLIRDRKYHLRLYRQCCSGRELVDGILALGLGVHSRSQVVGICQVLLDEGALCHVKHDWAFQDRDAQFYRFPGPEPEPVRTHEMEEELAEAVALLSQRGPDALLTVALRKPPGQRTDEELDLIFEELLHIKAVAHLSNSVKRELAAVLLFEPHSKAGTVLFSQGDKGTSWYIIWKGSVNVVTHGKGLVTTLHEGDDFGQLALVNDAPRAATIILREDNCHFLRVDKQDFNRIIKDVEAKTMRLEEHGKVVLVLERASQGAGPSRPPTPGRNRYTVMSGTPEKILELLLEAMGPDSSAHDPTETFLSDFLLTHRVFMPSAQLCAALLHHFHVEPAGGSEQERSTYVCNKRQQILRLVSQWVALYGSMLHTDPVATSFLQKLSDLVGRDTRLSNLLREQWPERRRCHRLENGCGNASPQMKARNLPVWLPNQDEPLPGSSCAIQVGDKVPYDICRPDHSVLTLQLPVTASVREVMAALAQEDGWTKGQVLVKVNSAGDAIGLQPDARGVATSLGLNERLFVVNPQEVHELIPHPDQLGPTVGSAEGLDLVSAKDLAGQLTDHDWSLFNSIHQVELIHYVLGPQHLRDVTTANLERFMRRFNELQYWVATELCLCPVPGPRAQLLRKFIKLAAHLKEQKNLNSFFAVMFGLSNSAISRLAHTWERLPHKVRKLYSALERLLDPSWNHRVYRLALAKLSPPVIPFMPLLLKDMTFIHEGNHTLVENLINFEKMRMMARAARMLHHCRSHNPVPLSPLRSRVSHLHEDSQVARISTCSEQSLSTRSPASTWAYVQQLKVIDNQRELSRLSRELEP
EPAC1 agonist = qHTS for Agonist of cAMP-regulated guanine nucleotide exchange factor 3 (EPAC1): primary screen | EPAC1 agonist qHTS, biochemical assay; response scale: 100% = response to 6.5 mM cAMP | AID 720707, 2013 | Potency, µM (doses to about 154 µM), for the others: top-dose activation, usual class: activators | 0.073% of 360,000 active | Rap guanine nucleotide exchange factor 3 (Homo sapiens), O95398; note: potency is the fitted concentration of half-maximal effect; nearly all actives have a fitted effect of over 60% in size
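Nucleotide exchange assay: 100 nM EPAC1 with 250 nM Rap1B loaded with BODIPY-GDP and 50 uM GDP, room temperature. Fluorescence (480/540 nm) read every 5 min for 30 min; signal change normalized to 6.5 mM cAMP as full agonist.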
EPAC2 antagonist = qHTS for Antagonist of cAMP-regulated guanine nucleotide exchange factor 2 (EPAC2): primary screen; EPAC2 GEF exchange of Rap1B-BODIPY-GDP, fluorescence; Potency, µM (titrated, usually from 114 µM), for inactives: at the highest dose activity, negative = inhibition, actives largely listed as inhibitors; 0.18% of 360,000 active; note: potency is the fitted concentration of half-maximal effect; % is set by controls: 0 for no effect and ±100 for the full control effect; nearly all actives have a fitted effect of over 45% in size; many of its hits are not listed in these tables
CCT modulator = High-Throughput Screening for Modulators of Cytosolic Chaperonin Activity | purified chaperonin ATPase assay, HTRF ADP detection, 30 min | activity change, % (test concentration not listed), hits read low | 0.3% of 360,000 active; in the data active = activity change below about -30%; note: % is set by controls: 0 for no effect and ±100 for the full control effect
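TRiC at 40 or 20 nM final (batch-dependent) in 30 mM Tris pH 7.4, 100 mM KCl, 5 mM MgCl2, 1 mM DTT, with compound at single 76 uM and 10 uM ATP, 30 min at 37 deg C. ADP detected by HTRF Transcreener, 665/615 ratio.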
MmCpn inh = Inhibitors of TCP-1 ring complex (TRiC) of Methanococcus maripaludis (MmCpn): qHTS. Chaperonin Mm-Cpn (Methanococcus maripaludis). Potency, µM (titrated, usually from 76.9 µM), inactives show at the highest dose activity, negative = inhibition, actives largely listed as inhibitors. AID 504842, 2011. purified Mm-Cpn ATPase, ADP Transcreener TR-FRET. 0.031% of 330,000 active; note: potency is the fitted concentration of half-maximal effect; % is set by controls: 0 for no effect and ±100 for the full control effect; nearly all actives have a fitted effect of over 80% in size
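Compound-treated chaperonin, 25 nM final, turns over 10 uM ATP at 37°C for 30 min following a 10 min preincubation; ADP generated competes with ADP-d2 for Eu-cryptate antibody, lowering FRET.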
PI5P4Ka inh = qHTS for Inhibitors of phosphatidylinositol 5-phosphate 4-kinase (PI5P4K); Phosphatidylinositol 5-phosphate 4-kinase type-2 alpha (Homo sapiens), P48426; max response, %; 1.2% of 330,000 active; PI5P4Kalpha enzyme, ADP-Glo luminescence, 60 min; active compounds read low; AID 652105, 2013; active = max response of -50% or lower; inconclusive = between -30% and -50%; inactive = -30% or higher; note: value at the top dose of about 77 µM; % is set by controls: 0 for no effect and ±100 for the full control effect
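ADP-Glo luminescence end-point after a 60 min room-temperature kinase reaction. PI5P4Kalpha and substrate in HEPES pH 7.4 buffer with EGTA, 0.1% CHAPS and 5% DMSO; ATP at 5 microM final.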
WRN helicase inh = qHTS for Inhibitors of WRN Helicase. Potency, µM (series often up to 114 µM), without a hit: at the highest dose activity change, negative = inhibition, actives largely listed as inhibitors. 0.46% of 360,000 active. WRN helicase unwinding, fluorescent forked duplex, kinetic; note: potency is the fitted concentration of half-maximal effect; % is set by controls: 0 for no effect and ±100 for the full control effect; nearly all actives have a fitted effect of over 55% in size
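Kinetic fluorescence helicase assay: unwinding of a quenched forked DNA duplex (100 nM final) with 2 mM ATP final raises red fluorescence (525/598 nm). Compounds sat 15 min at room temperature with 20 nM WRN beforehand.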
PLK1 PBD inh = qHTS for Inhibitors of PLK1-PDB (polo-like kinase 1 - polo-box domain): Primary Screen; AID 720504, 2013; 2.8% of 360,000 active; Serine/threonine-protein kinase PLK1 (Homo sapiens), P53350; Potency, µM, without a hit: max response, negative = inhibition, most hits filed as inhibitors; Plk1 PBD binding of FITC phosphopeptide, fluorescence polarization; note: potency is the fitted concentration of half-maximal effect; series mostly up to about 57 µM; % is set by controls: 0 for no effect and ±100 for the full control effect; nearly all actives have a fitted effect of over 65% in size
Numbers without * were called inactive; u = inconclusive; x = no result given; & = joins results of further samples; [ ] = another dose, or the depositor's remark. Unless noted, calls come from the whole dose curve; as a rule, active = well fitted curve in the direction sought with a large enough effect; inconclusive = small, poorly fitted or top-dose-only effect, or another doubt; inactive = no such curve, though single readings can be large; an effect the other way counts as inactive or inconclusive.

SMILES	EPAC1 antag	EPAC1 agonist	EPAC2 antagonist	CCT modulator	MmCpn inh	PI5P4Ka inh	WRN helicase inh	PLK1 PBD inh
COc1cc(C(=O)Nc2cc(Cl)ccc2-n2cncn2)ccc1OC(F)F	-27%	11%	-7%	0.6	-22%	1	-6%	-6%
Cc1cc(C(=O)NC(C)C2CCCO2)c(C)o1 (stereo not given)	u	5%	0%	-2.3	-1%	0	6%	-16%
O=C(C[C@H]1C/C=C\CC[C@H](Cc2ccc(F)cc2)C(=O)OC[C@@H]2CCCN2C1=O)N[C@H](CO)Cc1ccccc1	-11%	-20%	3%	1.2	0%	1	-7%	-4%
Cc1[nH]nc2c1C(c1ccc(Cl)cc1)C(C#N)=C(N)O2 (stereo not given)	1%	-1%	14%	2.7	1%	-9	-28%	u
O=C(Nc1ccc(OC(F)(F)F)cc1)c1ccc2nc[nH]c2c1	-6%	-2%	0%	-0.2	-2%	3	-2%	-10%
O=C(O)c1ccc(N2CCCCC2)cc1O	-12%	-1%	-3%	1.6	0%	-7	-7%	2%
Cc1ccc(Cl)c(OCC(=O)Nc2ccccc2C(=O)NC2CC2)c1	8%	-18%	17%	0.0	1%	4	4%	-2%
NC(=O)N=Nc1c2[nH]c3ccccc3nc-2c2ccccc12	-26%	-19%	4%	-3.6	-1%	0	-11%[11.6 µM]	-3%
CC(C)Nc1nc(NC(C)C)nc(SCCOC(=O)Nc2ccc(Cl)cc2Cl)n1	-17%	-2%	-3%	-1.1	0%	1	-8%	7%
CCCOc1ccc(CC(=O)NCc2ccco2)cc1OC	7%	-7%	-8%	-0.3	-3%	-12	-15%	-12%
CC(C)CCn1nnnc1CN1CCN(C(c2ccccc2)c2ccccc2)CC1	-23%	-1%	-13%	0.3	2%	8	-6%	-5%
CN(C(=O)COC(=O)c1ccc(Cl)s1)C1(C#N)CCCCC1	-2%	-1%	1%	0.8	0%	7	-20%	6%
C#CCOCCOCCOCCNc1nc(N2CCN(C(=O)[C@H](CCCCN)n3cc(CCC(=O)O)nn3)CC2)nc(N2CCN(C(=O)[C@H](Cc3ccc(O)cc3)n3cc(CCO)nn3)CC2)n1	2%	-6%	-24%	0.2	x	-2	2%	-8%
Cc1cccc(C)c1-n1nnnc1C(CCc1ccccc1)N1CCN(C/C=C/c2ccccc2)CC1 (stereo not given)	10%	15%	9%	-4.3	x	6	1%	-11%
O=C(N/N=C/c1ccc(O)c(O)c1)C1c2ccccc2Oc2ccccc21	u	6%	-3%	-3.4	2%	-10	-15%	-4%

2 entries picked at random from the list so far, as already listed:
SMILES	EPAC1 antag	EPAC1 agonist	EPAC2 antagonist	CCT modulator	MmCpn inh	PI5P4Ka inh	WRN helicase inh	PLK1 PBD inh
Cc1cccc(C)c1-n1nnnc1C(CCc1ccccc1)N1CCN(C/C=C/c2ccccc2)CC1 (stereo not given)	10%	15%	9%	-4.3	x	6	1%	-11%
Cc1cc(C(=O)NC(C)C2CCCO2)c(C)o1 (stereo not given)	u	5%	0%	-2.3	-1%	0	6%	-16%

Further records
SMILES	EPAC1 antag	EPAC1 agonist	EPAC2 antagonist	CCT modulator	MmCpn inh	PI5P4Ka inh	WRN helicase inh	PLK1 PBD inh
CCOC(=O)[C@H]1[C@H]2COc3ccc(C)cc3[C@@H]2N2C(=O)c3ccc(C)cc3NC(=O)[C@@]12C	10%	u	17%	-1.5	-6%	-14	-3%	-3%
CCC(=O)Nc1nc(C)c(Oc2ccccc2)c(=O)[nH]1	-6%	-2%	6%	-6.3	0%	0	-5%	-8%
CC(=O)Nc1ccc(C(=O)N2CCCc3ccccc32)cc1	3%	-3%	-1%	-0.1	0%	5	-5%	-3%
C=CCC[C@@H](Cc1ccc(F)cc1)C(=O)OC[C@@H](C)NC(=O)[C@H](CC=C)CC(=O)N(CCO)Cc1ccccc1	-4%	-13%	-2%	-0.8	1%	7	1%	5%
O=C(O)c1cccc(S(=O)(=O)Nc2ccccc2-c2ccccc2)c1	-10%	-20%	7%	-1.4	2%	7	2%	2%
Cc1ccc(NC(=O)c2sc(Cl)nc2-c2ccccc2)cc1	-1%	2%	-1%	0.0	-11%	15	-6%	-7%
Cc1cc(C)c2c(N)c3cccc(C)c3nc2n1	-17%	5%	-1%	-0.9	0%	-6	0%	-17%
O=C(Oc1ccccc1)c1cc2ccccc2oc1=O	-30%	5%	-12%	-1.2	0%	4	-5%	1%
CCOC(=O)[C@]12CCC=C1N(Cc1ccc3c(c1)OCO3)C(=O)[C@H](CC(=O)NCCc1ccccc1OC)C2	-12%	1%	-2%	-0.1	x	6	-5%	1%
Fc1cccc(C[n+]2csc3ccccc32)c1	9%	7%	5%	0.4	0%	-22	u	24µM*
COc1cccc(-n2c(C)c3c(OC)cccc(=O)c3c2C)c1	u	3%	u	-0.8	-1%	u	-20%	-28%
O=C(Cn1cnc2c(nnn2Cc2ccc(Cl)cc2)c1=O)N1CCCc2ccccc21	3%	10%	-7%	-0.6	2%	x	6%	-6%
NC(=O)CC(NC(=O)Cc1cccc2ccccc12)c1ccc(NCc2ccc(F)cc2)c([N+](=O)[O-])c1 (stereo not given)	-22%	-23%	-6%	-0.9	1%	3	-3%	1%
Cc1ccc(C2=Nc3ccccc3N(C(=O)c3ccccc3)C(C)C2)cc1 (stereo not given)	-4%	12%	-12%	-3.6	0%	-6	-11%	30µM*
Cc1ccc(C(=O)NCCc2sc(C)nc2C)cc1	-8%	2%	-1%	-3.4	0%	-5	4%	-13%
Cc1cnc2ncc3sccc3c2c1	-20%	6%	2%	1.7	1%	0	-3%	0%
COc1ccccc1C1C([N+](=O)[O-])=CC([N+](=O)[O-])=CN1C (stereo not given)	2%	1%	4%	-0.3	0%	3	9%	17%
Cc1cc(OCC(=O)N2CCC(C(=O)O)CC2)c2c(C)c(C)c(=O)oc2c1	7%	-19%	1%	-0.9	-1%	-2	7%	2%
COc1ccc(-n2ccnc2SCC(=O)NC2CCCC2)c(OC)c1	-15%	-9%	-6%	0.8	-3%	5	22%	-10%
COC(CN(C)C(=O)C1CCCN(S(=O)(=O)c2ccc3c(c2)oc(=O)n3C)C1)OC (stereo not given)	0%	-3%	2%	-0.3	-1%	-1	-4%	-6%
Cc1cc(Nc2ccccc2)n(C(=O)c2ccc(N)cc2)n1	-18%	7%	-5%	2.2	2%	10	-24%[57.1 µM]	-5%
CCOC(=O)c1sc(C)c2c(=O)n(CCCN3CCOCC3)cnc12	5%	1%	1%	-1.2	0%	-3	2%	-1%
COc1ccc(S(=O)(=O)N2CCC(C(=O)Oc3cccc(C)c3)CC2)cc1OC	5%	3%	-5%	-2.2	-3%	2	9%	-17%
CCN1CCN(C(=O)C2CCN(S(=O)(=O)c3ccc(SC)cc3)CC2)CC1	1%	12%	6%	-2.0	1%	-3	11%	-9%
Cc1ccc(C(C)n2cc(C(=O)NCc3ccccn3)nn2)cc1 (stereo not given)	-2%	1%	-2%	0.0	-1%	-2	5%	-3%
CN(CC(=O)Nc1cccc(F)c1)C(=O)c1cccc(N2C(=O)CCC2=O)c1	-1%	5%	4%	0.7	-25%	2	0%	-2%
O=C(CNC(=O)c1ccccn1)N=Nc1c(O)[nH]c2ccccc12	-16%	11%	-5%	1.6	-1%	u	-11%	-9%
O=C(NNc1nc(-c2ccc(F)cc2)cs1)c1ccccc1	-15%	-6%	-1%	1.9	-2%	-53*	-24%	u
O=C(NCC(c1cccnc1)N1CCN(c2ccccc2F)CC1)c1cccc(Cl)c1 (stereo not given)	4%	-4%	-4%	-2.7	-4%	10	8%	-7%
COc1ccccc1-c1ccc([C@@H]2C[C@H]3[C@H](CON3C)CN2C(=O)c2ccco2)cc1	2%	-1%	-4%	0.7	x	6	-2%	-5%
C=CCOc1ccc(/C=C/C(=O)OCc2csc(CC(=O)Nc3ccccc3C)n2)cc1	7%	-1%	2%	-1.7	-1%	-6	8%	-3%
COc1cc2cnc(CCCC#N)cc2cc1OC	-9%	-3%	14%	-8.2	3%	-1	-1%	-13%
O=C(Nc1cc(Cl)ccc1F)C1=COCCO1	-11%	6%	9%	2.3	-2%	-10	1%	1%
O=C(O)CC(c1ccccc1)c1ccccc1	7%	-3%	10%	-1.4	1%	x	-4%	-3%
COc1cc(Nc2ccccn2)cc(C(=O)Nc2cccc(C(F)(F)F)c2)c1	-14%&-19%	2%&0%	-22%&-11%	0.1&-1.1	1%	8&0	-11%&-7%	-7%&-7%
CCN(CC)S(=O)(=O)c1ccc(N2CCCCC2)c(C(=O)Nc2ccccc2N2CCOCC2)c1	-20%	3%	-1%	-6.2	1%	0	-2%	-14%
O=C(CCCOc1ccccc1)Nc1cccc(S(=O)(=O)N2CCCCCC2)c1	10%	-4%	-8%	0.3	-2%	0	2%	2%
Cc1cccc(C)c1NC(=O)C(c1ccncc1)N1CCN(C)CC1 (stereo not given)	-17%	13%	-9%	x	x	2	-3%	-14%
O=C(COC(=O)C1COc2ccccc2O1)NC(=O)NC1CCCCC1 (stereo not given)	0%	0%	-4%	0.2	3%	4	-10%	-7%
COc1ccc(OC)c(/C=N\NC(=O)c2ccc(=O)n(C)c2)c1	22%	9%	5%	-0.8	0%	-3	-30%[57.1 µM]	6%
COc1ccc2nc3oc(C(=O)N4CCN(c5cccc(Cl)c5)CC4)cc3cc2c1	4%	3%	2%	0.5	1%	0	-8%	5%
Cc1cc(C)cc(C(=O)Nc2ccc(N3CCCC3)cc2)c1	11%	12%	-2%	-3.8	-1%	-13	-1%	-10%
CN1CCN(C(=O)c2ccc3c(c2)N(C)C(=O)/C(=C/c2cccc(Cl)c2)S3)CC1	-9%	11%	-10%	0.2	1%	6	-5%	-5%
COc1ccc(NC(=O)C2CCCN2S(=O)(=O)c2cccs2)c([N+](=O)[O-])c1 (stereo not given)	-17%	6%	-2%	2.2	1%	3	3%	3%

A portion of the library; count on the stated rates, not on these rows.
